Source: PubChem BioAssay
MITF inh – MITF inhibitors, primary screen, biochemical, AlphaScreen, human | Microphthalmia-associated transcription factor (Homo sapiens), O75030 | AlphaScreen MITF homodimerization, bead proximity signal | inhibition, % at 2.6 µM | 650,000 compounds, 0.91% hits; in the data active = inhibition above about 50%;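 note: 0% = vehicle wells with protein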
Target sequence (O75030 whole entry, looked up): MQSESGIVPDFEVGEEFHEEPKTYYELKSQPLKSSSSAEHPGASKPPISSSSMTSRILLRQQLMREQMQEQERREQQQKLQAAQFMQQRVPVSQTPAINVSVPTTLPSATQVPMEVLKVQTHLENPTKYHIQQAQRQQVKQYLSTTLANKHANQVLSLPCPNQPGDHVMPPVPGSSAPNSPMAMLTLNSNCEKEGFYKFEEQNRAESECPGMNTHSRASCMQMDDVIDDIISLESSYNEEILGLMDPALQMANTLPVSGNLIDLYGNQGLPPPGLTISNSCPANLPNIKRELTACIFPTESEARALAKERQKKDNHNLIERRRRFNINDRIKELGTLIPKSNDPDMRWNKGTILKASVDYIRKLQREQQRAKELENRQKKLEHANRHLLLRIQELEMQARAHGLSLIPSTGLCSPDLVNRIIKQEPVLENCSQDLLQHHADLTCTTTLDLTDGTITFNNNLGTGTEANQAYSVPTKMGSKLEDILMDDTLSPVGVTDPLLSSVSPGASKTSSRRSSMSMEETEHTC
GPR151 ag – activators of human GPR151, primary screen, cell-based, PathHunter beta-arrestin, luminescence. G-protein coupled receptor 151 (Homo sapiens), Q8TDV0. PathHunter beta-arrestin GPR151 cells. activation, % at 11.2 µM. 650,000 compounds, 1% hits; in the data active = activation above about 4.9%;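 note: 0% = median of compound wells and 100% = cells with positive control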
Target sequence (Q8TDV0 whole entry, looked up): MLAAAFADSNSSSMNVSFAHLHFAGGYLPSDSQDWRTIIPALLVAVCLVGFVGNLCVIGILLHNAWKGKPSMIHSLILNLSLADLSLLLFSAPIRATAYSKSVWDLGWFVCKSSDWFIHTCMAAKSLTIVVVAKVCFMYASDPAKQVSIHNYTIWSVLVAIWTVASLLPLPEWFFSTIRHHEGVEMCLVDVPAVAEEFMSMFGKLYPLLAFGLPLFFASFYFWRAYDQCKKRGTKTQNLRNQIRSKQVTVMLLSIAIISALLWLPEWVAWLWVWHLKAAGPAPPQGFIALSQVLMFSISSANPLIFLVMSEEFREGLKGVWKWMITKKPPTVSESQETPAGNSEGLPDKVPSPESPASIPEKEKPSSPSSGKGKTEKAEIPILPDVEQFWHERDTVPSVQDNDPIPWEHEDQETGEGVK
TEAD-YAP block – TEAD-YAP interaction inhibition, primary screen, TEAD-YAP interaction inhibitor project, luminescence, HEK-TIYL cells. inhibition, % at 9.12 µM. 640,000 compounds, 1.4% hits. TEAD-Gal4/YAP UAS-luciferase luminescence; in the data active = inhibition above about 32%;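 note: 0% = median of test compound wells and 100% = reference inhibitor wells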
FBW7 activator – FBW7 E3 ligase activators, primary screen, biochemical, AlphaScreen, human; AlphaScreen FBW7–phospho-cyclin E peptide binding, activator screen; 650,000 compounds, 0.13% hits; normalized activity (activation), % at 26.1 µM; AID 1259310, 2017; in the data active = normalized activity above about 1.9%;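 note: purified mutant Fbw7 with reduced substrate affinity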
An asterisk follows results filed as active.

SMILES	MITF inh	GPR151 ag	TEAD-YAP block	FBW7 activator
O=C(CSc1nc2cc3c(cc2c(=O)n1CCC(=O)N1CCN(c2ccccc2)CC1)OCO3)NCCc1ccccc1	14.6	-0.7	14.9	0.5
COC(=O)[C@@H]1CCCN1Cc1ccc2c(c1)CN(Cc1ccccc1)CCO2	-7.3	-1.1	-3.0	-0.2
COc1ccc(-c2cc(C(F)(F)F)n3ncc(C(=O)NC(C)(C)C)c3n2)cc1	4.6	-1.1	7.3	0.8
O=C(CNC1CCCCC1)NC(c1ccccc1)c1ccccc1	51.9*	0.7	-0.6	-0.1
CCOC(=O)c1sc2nc(SCc3csc4ccc(Cl)cc34)n(CCCN3CCCC3=O)c(=O)c2c1C	-5.0	1.0	-1.6	0.0
CNC(=O)CSc1nnc(-c2ccco2)n1Cc1ccccc1	-2.9	-0.3	-10.4	-0.1
O=c1cc(N2CCOCC2)[nH]c(=O)n1-c1ccccc1F	1.3	0.4	-3.0	0.0
O=C1C2C3c4ccccc4C(c4ccccc43)C2C(=O)N1c1cc(C(F)(F)F)ccc1Cl (configuration not stated)	-1.2	-0.4	-0.9	-0.1
Cc1ccc(Nc2ccn3ncc(-c4ccccc4CO)c3n2)cc1NS(C)(=O)=O	3.1	1.9	-8.6	0.1
Cc1ccc(NC(=O)CSC2=C(C#N)C(c3ccc4c(c3)OCO4)CC(=O)N2)cc1C (configuration not stated)	5.4	-0.5	-5.8	0.1
COc1ccccc1/C(O)=C/c1nc2cc([N+](=O)[O-])c([N+](=O)[O-])cc2[nH]c1=O	-9.5	0.4	-6.5	0.0
CCn1c(SCC(=O)Nc2cc(Cl)ccc2OC)nnc1C1CC1	-3.9	-1.0	7.0	0.0
CC(C)n1c(=O)n(CC(=O)Nc2ccc3c(c2)OCO3)c2cccnc21	-3.6	-0.1	7.1	0.3
COc1cc(NS(=O)(=O)c2cc(C)sc2C)c(OC)cc1Cl	-3.7	-0.4	11.8	-0.1
CCOC(=O)C1=C(C)N=c2s/c(=C\c3ccc(C(C)C)cc3)c(=O)n2C1c1ccc2c(c1)OCO2 (configuration not stated)	18.5	-1.7	-8.2	0.5
Cc1ccccc1N=C1Nc2ccc3ccccc3c2C1=O	27.9	2.0	10.1	-0.4
CCOC(=O)C(CC)Sc1nnc2n1CCN2c1ccccc1 (configuration not stated)	2.5	1.9	-4.1	0.0
CCCn1c(N2CCN(S(=O)(=O)Cc3ccccc3)CC2)nc2ccccc21	5.8	0.1	-5.3	0.2
CCOC(=O)c1c(C)[nH]c(C)c1C(=O)COC(=O)c1ccc(-n2nc(C)cc2C)cc1	2.1	1.1	4.0	-0.1
NC(=O)c1cc(N2C(=O)C3CC=CCC3C2=O)ccc1N1CCCCC1 (configuration not stated)	0.2	-0.1	4.8	0.1
Cc1ccc(Nc2ncnc(N)c2[N+](=O)[O-])c(C)c1	2.6	-1.1	-5.2	-0.2
CCOC(=O)C1=C(CN2CCCC(c3ccccc3)C2)NC(=O)NC1c1ccc(OC)cc1 (configuration not stated)	8.5	0.6	6.2	0.1
Cc1ccc(N(C(=O)c2ccccc2)C2C=CS(=O)(=O)C2)cc1Cl (configuration not stated)	3.5	0.3	-7.9	0.0
O=C(CSc1nnc2ccc(-c3cccnc3)nn12)N1CCCc2ccccc21	7.8	-0.9	0.1	1.9*
CCOc1cc(/C=C(/C#N)C(N)=O)ccc1O	14.2	-1.2	7.1	1.1
SMILES	MITF inh	GPR151 ag	TEAD-YAP block	FBW7 activator
C[C@@H]1CN(C(=O)c2nc3ccc(Cl)cn3c2CN2CCC(C(N)=O)CC2)C[C@H](C)O1	11.7	1.3	-0.1	0.2
O=C(Nc1ccc2oc(-c3ccccc3Br)nc2c1)c1cccc(Br)c1	-2.1	0.2	-12.9	-0.1
Cc1nc2c(C(=O)NC3CCCC3)cnn2c(C)c1Cc1ccccc1Cl	8.2	0.8	11.2	0.0
OCc1ccc(-c2cnc3c(Nc4cccc(C(F)(F)F)c4)nccn23)cc1	16.1	0.2	-2.1	0.0
CC(CN1CCCCC1)OC(=O)c1ccccc1Br (configuration not stated)	-5.0	0.0	9.8	-0.1
O=C(Cc1ccc(Cl)c(Cl)c1)N1CCOCC1	13.8	-1.1	-2.1	0.4
CN1CCN(CCOc2ccc(Cc3ccccc3)cc2)CC1	-5.1	-1.4	-11.7	-0.1
CCCCn1c(CNC(=O)c2ccccc2OC)nnc1SC(C)C(=O)Nc1sc2c(c1C(=O)OCC)CCC2 (configuration not stated)	-9.3	-1.8	6.9	0.0
CS(=O)(=O)/C(C#N)=C/c1cn(Cc2cnc(Cl)s2)c2ccccc12	-1.5	-0.2	6.3	-0.1
Cn1c(SCc2nc(-c3cccs3)no2)nnc1-c1ccccc1	16.5	-0.4	9.6	0.6
Cc1cc(Cl)cc(Cl)c1OCC(=O)Nc1ccc(N2CCOCC2)cc1	6.5	-1.0	5.9	0.0
O=C(NCc1cccc(CNC(=O)C(Cl)(Cl)Cl)c1)C(Cl)(Cl)Cl	-3.9	4.8	2.9	0.0
O=C(O)C1CN(S(=O)(=O)c2cccc(C(F)(F)F)c2)c2cc(Cl)ccc2O1 (configuration not stated)	-3.8	-0.7	4.5	0.5
Cc1cc(C)cc(NC(=S)NC(C)(C)CO)c1	1.6	0.6	4.6	0.0
CC(=O)c1c(C)[nH]c(C(=O)COC(=O)CN2C(=O)C3CCCCC3C2=O)c1C (configuration not stated)	-0.3	0.3	-5.1	0.2
FC(F)(F)c1cccc(-c2cnc3ccc(NC4CCOCC4)nn23)c1	12.1	1.1	15.4	0.2
C=CCOc1ccccc1C=C1C(=O)NC(=O)NC1=O	7.9	0.8	-4.4	0.0
COCc1nnc(NC(=O)c2c(Cl)cccc2Cl)s1	14.8	-0.6	10.0	1.6
Cn1c(=O)n(Cc2ccc(F)cc2)c2cccnc21	-7.2	0.8	3.9	0.0
CC(C)CNS(=O)(=O)c1ccc(CCC(=O)NCc2ccco2)cc1	-0.8	-0.4	1.6	-0.1
O=C(Nc1nc(CN2CCc3ccccc3C2)cs1)c1ccc(F)cc1F	-2.0	0.6	-4.9	-0.3
COc1ccc(CC(=O)Nc2nnc(SCC(=O)N3CCOCC3)s2)cc1OC	5.7	0.1	4.4	-0.1
O=C(CN1CCN(Cc2ccccc2F)C1=O)NC1CCCCCC1	-5.9	0.0	-7.0	-0.2
O=C(CC1C(=O)NCCN1Cc1cccc2ccccc12)NCCC1=CCCCC1 (configuration not stated)	-1.6	-0.3	1.8	-0.1
O=C(NCCc1nc(-c2ccncc2)n[nH]1)Nc1ccccc1F	3.1	-0.6	-5.8	-0.1

Some of these compounds in order of SMILES length, smallest number first:
SMILES	MITF inh	GPR151 ag	TEAD-YAP block	FBW7 activator
CCOc1cc(/C=C(/C#N)C(N)=O)ccc1O	14.2	-1.2	7.1	1.1
Cn1c(=O)n(Cc2ccc(F)cc2)c2cccnc21	-7.2	0.8	3.9	0.0
CN1CCN(CCOc2ccc(Cc3ccccc3)cc2)CC1	-5.1	-1.4	-11.7	-0.1
CCn1c(SCC(=O)Nc2cc(Cl)ccc2OC)nnc1C1CC1	-3.9	-1.0	7.0	0.0
O=C(Nc1nc(CN2CCc3ccccc3C2)cs1)c1ccc(F)cc1F	-2.0	0.6	-4.9	-0.3
NC(=O)c1cc(N2C(=O)C3CC=CCC3C2=O)ccc1N1CCCCC1 (configuration not stated)	0.2	-0.1	4.8	0.1
O=C(CC1C(=O)NCCN1Cc1cccc2ccccc12)NCCC1=CCCCC1 (configuration not stated)	-1.6	-0.3	1.8	-0.1
O=C(NCc1cccc(CNC(=O)C(Cl)(Cl)Cl)c1)C(Cl)(Cl)Cl	-3.9	4.8	2.9	0.0
CS(=O)(=O)/C(C#N)=C/c1cn(Cc2cnc(Cl)s2)c2ccccc12	-1.5	-0.2	6.3	-0.1
Cc1ccc(Nc2ccn3ncc(-c4ccccc4CO)c3n2)cc1NS(C)(=O)=O	3.1	1.9	-8.6	0.1
CC(=O)c1c(C)[nH]c(C(=O)COC(=O)CN2C(=O)C3CCCCC3C2=O)c1C (configuration not stated)	-0.3	0.3	-5.1	0.2
O=C(CSc1nc2cc3c(cc2c(=O)n1CCC(=O)N1CCN(c2ccccc2)CC1)OCO3)NCCc1ccccc1	14.6	-0.7	14.9	0.5

(next part)
SMILES	MITF inh	GPR151 ag	TEAD-YAP block	FBW7 activator
NC(=O)COC(=O)c1ccc(S(=O)(=O)Nc2ccccc2)cc1	-7.2	1.1	4.9	0.1
O=[N+]([O-])c1cccc(C(=Nc2cccc(Cl)c2)NO)c1	4.1	3.4	14.9	0.1
O=C(c1ccccc1)N1CCCc2ccc(NS(=O)(=O)c3ccccc3F)cc21	20.9	0.0	7.6	0.0
O=C(Nc1ccc(Br)c(Cl)c1)C1CC1	-12.4	0.1	-7.8	0.0
O=c1oc2ccc3ccccc3c2cc1-c1csc(Nc2ccc(Cl)cc2Cl)n1	5.0	-0.4	9.1	0.1
O=C(NCCc1ccccc1)c1cccc(N2C(=O)C3CC=CCC3C2=O)c1 (configuration not stated)	-11.5	-0.8	-7.1	-0.2
CN(S(=O)(=O)c1ccc(F)cc1)S(=O)(=O)c1ccc(Br)cc1	-3.2	2.6	0.4	-0.1
Cc1ccc(-n2nc3c(c2NC(=O)c2cccc(F)c2)CSC3)c(C)c1	-3.3	0.5	-1.8	-0.1
O=C(N/N=C\c1cccnc1)c1cc(-c2ccccc2OCc2ccccc2)n[nH]1	2.5	0.3	-1.1	-0.1
O=C(Nc1cccc(Cl)c1)c1c(NC(=O)C(F)(F)F)sc2c1CCC2	14.5	-0.5	5.8	0.5
CCCCC1CC(CSC(=N)N)OC1=O (configuration not stated)	-10.9	-0.9	-3.5	0.2
CCN(c1ccccc1C)S(=O)(=O)c1nnc(NC(=O)c2ccco2)s1	5.0	0.6	-3.0	-0.1
CCOc1ccc(NC(=S)N2CCC(N(C)CC3CCCO3)CC2)cc1 (configuration not stated)	7.8	-1.0	2.2	0.8
CSc1ccc(NC(=O)C2CC23CCN(C(=O)[C@@H]2CCCN2C(C)=O)CC3)cc1 (some centres not stated)	7.5	1.2	8.4	-0.1
CC1(C)Cc2ccccc2C(Nc2ccccc2)=N1	2.9	0.1	-10.1	0.0
Nc1cccc(-c2nc(NCCOc3ccccc3)c3[nH]cnc3n2)c1	10.7	1.1	-7.5	0.1
O=C(/C=C/c1cccs1)n1cccn1	-6.1	0.7	2.6	-0.1
COc1cc(NC(=O)c2csc(-c3cccc(N)c3)n2)cc(OC)c1OC	-2.3	0.8	30.0	0.2
CN1CCN(c2ccccc2C(=O)O)CC1	-7.2	1.6	0.9	-0.1
CCSc1ncc(Cl)c(C(=O)Nc2ccc([N+](=O)[O-])cc2Cl)n1	7.0	-0.7	5.5	0.6
O=C(N/N=C\c1ccc(F)cc1)c1ccccn1	7.7	-3.8	-8.3	-0.4
CC(C)(C)c1ccc(-c2nc3scc(-c4cccs4)c3c(=O)o2)cc1	2.0	2.0	2.4	-0.1
O=C(/C=C/c1ccc(Cl)c([N+](=O)[O-])c1)Nc1ccccc1	1.4	-1.6	-17.2	-0.1
OCCNc1ccnc(Nc2cnccn2)n1	2.3	1.9	7.6	-0.3
O=C(Nc1ccc2c(c1)CN(Cc1cccnc1)CC2)C1CCCO1 (configuration not stated)	12.1	0.1	-0.2	0.2
SMILES	MITF inh	GPR151 ag	TEAD-YAP block	FBW7 activator
CCc1nnc(NS(=O)(=O)c2ccc(N3C(=O)C4C5C=CC(C5)C4C3=O)cc2)s1 (configuration not stated)	10.7	1.0	-1.4	-0.1
O=C(NCc1cccnc1)C(=O)NCC1OCCN1S(=O)(=O)c1ccc(Cl)cc1 (configuration not stated)	13.3	-0.5	2.5	0.0
CCOC(=O)CN(c1cc(Cl)c(Cl)cc1Cl)S(C)(=O)=O	-6.8	1.8	-13.2	0.6
O=C(NCCOc1ccccc1)c1ccc2nc(Nc3nccc4ccccc34)sc2c1	3.5	-0.4	-19.2	0.2
O=C(COc1ccccc1Cl)Nc1ccc2nn(-c3ccccc3)nc2c1	14.0	-0.6	3.4	0.7
CC(Sc1ccc(Cl)cc1)C(=O)NN=C1CCN(C)CC1 (configuration not stated)	-10.2	-0.2	3.1	-0.1
Cc1[nH]n(-c2cccc(Cl)c2)c(=O)c1C=Nc1ccccc1C(=O)O	3.2	-1.1	-8.2	0.0
CCN(CC)S(=O)(=O)c1ccc(N2CCOCC2)c(NC(=S)Nc2cccnc2)c1	9.8	1.3	-2.0	-0.2
Cc1cccc(NC(=O)C2CCCN2C(=O)OC(C)(C)C)c1 (configuration not stated)	77.5*	-0.5	-6.8	0.0
Cc1ccccc1-c1noc(-c2cc(-c3ccco3)n[nH]2)n1	0.8	-1.0	-7.1	0.2
CN1CCc2cc(C(CNC(=O)c3ccc(Br)cc3)N3CCOCC3)ccc21 (configuration not stated)	0.5	-0.1	-6.5	-0.1
O=C(CCCn1c(=S)[nH]c2ccccc2c1=O)NC1CCCC1	6.4	0.1	-2.6	-0.1
COCCn1c(SCC(=O)N2CCc3ccccc32)nnc1-c1c[nH]c2ccccc12	-14.1	0.0	-1.5	0.0
CC(=O)c1ccc(S(=O)(=O)N2CCN(C(C)C(=O)N3CCCC3)CC2)cc1 (configuration not stated)	1.2	2.2	8.9	-0.1
CCCCn1c(N)c(N(CC)C(=O)C(c2ccccc2)c2ccccc2)c(=O)[nH]c1=O	7.7	-0.6	-1.2	0.3
COc1cccc(N2C(=O)C(CC(=O)Nc3ccccc3)N(C3CCCCC3)C2=O)c1 (configuration not stated)	-14.6	-2.0	1.2	0.1
CCOC(=O)c1[nH]ncc1CN1CCN(Cc2ccc(OC)c(C)c2C)C(CCO)C1 (configuration not stated)	7.7	-1.3	-0.1	-0.1
